Compound activity: PubChem BioAssay, several laboratories
BH1578 lux ind: inducers of Vibrio cholerae quorum light production without autoinducers, primary screen, BH1578 luxS cqsA deficient, single point; 350,000 compounds, 0.16% hits; activation, % at 18.7 µM; V. cholerae BH1578 lux reporter, luminescence, 6 h; in the data active = activation mostly above about 9.7%, no sharp cut-off; note: not every result past the cut was called active; inactives centre near 0; reference of the scale not given here
TcdB inh: TcdB glycohydrolase inhibitors, primary screen, biochemical, single point, plate reader; Toxin B (Clostridioides difficile), P18177; TcdB glycohydrolase enzymatic assay; inhibition, % at 9.99 µM; 350,000 compounds, 0.24% hits; in the data active = inhibition above about 10%
Y pestis TopoI: Yersinia pestis topoisomerase I inhibitors, primary screen, biochemical, cleavage product accumulation, plate reader, single point | 360,000 compounds, 0.064% hits | AID 504884, 2011 | activity, % at 10 µM | DNA topoisomerase I (Yersinia pestis CO92) | Y. pestis Topo-I cleavage product accumulation; in the data active = activity above about 50%, passing the limit was not always enough; note: inactives centre near 2
MazEF act: activators of E. coli MazEF toxin-antitoxin RNase, primary screen, biochemical, fluorescence, uHTS; FAM/BHQ RNA-DNA oligo cleavage fluorescence, 5 h; activation, % at 20 µM; 350,000 compounds, 0.32% hits; in the data active = activation above about 50%
Target sequence (P0AE70 whole entry, looked up): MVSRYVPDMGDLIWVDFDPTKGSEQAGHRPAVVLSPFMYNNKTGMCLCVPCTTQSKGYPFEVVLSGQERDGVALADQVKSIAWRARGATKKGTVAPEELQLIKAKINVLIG
Rv3671c protease: Rv3671c serine protease inhibitors, primary screen, biochemical, fluorescence polarization, M. tuberculosis H37Rv. P9WHR9. inhibition, % at 5.96 µM. 320,000 compounds, 0.048% hits. AID 2606, 2010; in the data active = inhibition above about 38%;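 note: extracellular domain of Rv3671c used as enzyme; 0% = enzyme with DMSO and 100% = no enzyme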
Target sequence (P9WHR9 whole entry, looked up, the tested form may be a part): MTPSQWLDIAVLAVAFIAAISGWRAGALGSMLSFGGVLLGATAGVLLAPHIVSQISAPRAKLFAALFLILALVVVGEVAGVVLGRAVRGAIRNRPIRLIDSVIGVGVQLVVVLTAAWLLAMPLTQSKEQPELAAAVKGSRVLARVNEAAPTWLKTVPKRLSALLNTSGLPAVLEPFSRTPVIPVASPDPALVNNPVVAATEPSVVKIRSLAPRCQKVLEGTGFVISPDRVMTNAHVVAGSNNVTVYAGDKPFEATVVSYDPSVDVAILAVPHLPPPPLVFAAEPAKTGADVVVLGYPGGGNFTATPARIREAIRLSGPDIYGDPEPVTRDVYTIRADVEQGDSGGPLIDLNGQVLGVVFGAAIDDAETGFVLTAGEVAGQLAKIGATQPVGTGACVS
VHR inh abs: VHR1 phosphatase inhibitors, primary screen, biochemical, absorbance, uHTS; Dual specificity protein phosphatase 3 (Homo sapiens), P51452; recombinant VHR phosphatase, pNPP absorbance; inhibition, % at 13.3 µM; 290,000 compounds, 0.52% hits; AID 1654, 2009; in the data active = inhibition above about 50%; note: some compounds called inactive have numbers as strong as hits
Target sequence (P51452 whole entry, looked up): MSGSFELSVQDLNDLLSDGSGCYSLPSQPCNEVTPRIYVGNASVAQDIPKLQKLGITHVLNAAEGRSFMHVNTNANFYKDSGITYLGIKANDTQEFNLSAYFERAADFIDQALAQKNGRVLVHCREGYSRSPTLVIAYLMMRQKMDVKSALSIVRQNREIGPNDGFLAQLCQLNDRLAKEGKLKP
PrPC TRFRET: inhibitors of human cell surface prion protein PrPC, primary screen, cell-based, TR-FRET; Major prion protein (Homo sapiens), P04156; TR-FRET read-out; inhibition, % at 13.8 µM; 370,000 compounds, 0.43% hits; in the data active = inhibition above about 24%; note: 0% = median of the test wells and 100% = reference compound wells
CCHF vOTU inh: CCHFV vOTU protease inhibitors, primary screen, biochemical, Pep-AMC substrate, fluorescence; Crimean-Congo hemorrhagic fever virus L polyprotein viral ovarian tumor (vOTU) protease …; inhibition, % at 11.5 µM; 370,000 compounds, 0.55% hits; AID 651958, 2012; in the data active = inhibition above about 30%; note: 0% = vehicle wells with enzyme and 100% = no enzyme wells
3CLpro inhibitor: SARS-CoV 3CLpro protease inhibitors, primary screen, biochemical, quenched FRET | Replicase polyprotein 1ab (Severe acute respiratory syndrome coronavirus), P0C6X7 | recombinant SARS-CoV 3CLpro, quenched FRET peptide cleavage | inhibition, % at 6 µM | 290,000 compounds, 0.14% hits; in the data active = inhibition above about 12%
SSB-PriA inh: inhibitors of Klebsiella pneumoniae PriA binding to SSB C-terminal tail, primary screen, biochemical, AlphaScreen; 430,000 compounds, 0.6% hits; inhibition, % at 33 µM; AlphaScreen SSBct-PriA binding, biotinylated peptide; AID 1272365, 2023; in the data active = inhibition mostly above about 37%, no sharp cut-off; inactive = mostly below about 20%;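 note: plate controls were negative control peptide for no effect and reference peptide for full effect; strong numbers were not always called active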
Active calls of the source: *; i = inactive; · = not tested or not shown.

SMILES | BH1578 lux ind | TcdB inh | Y pestis TopoI | MazEF act | Rv3671c protease | VHR inh abs | PrPC TRFRET | CCHF vOTU inh | 3CLpro inhibitor | SSB-PriA inh
Nc1cc(N)nc(SCCOc2ccccc2)n1 | -3.6 | · | -2 | 3 | -16 | 0 | 5 | 0 | 4 | -4
Cc1ccc(-c2cccc(C3CC=CC4C3C(=O)N(Cc3ccccc3)C4c3cc(C)ccc3F)c2)cc1 (configuration not stated) | -0.8 | 0.7 | -10 | -14 | -13 | 4 | 0 | 0 | · | -14
COc1ccc(C(=O)CC(=O)C(=O)Nc2cccc(F)c2)cc1 | -0.5 | 1.0 | -14 | 17 | 10 | -18 | 4 | 19 | 4 | -7
O=C(NN=C1CCCCCCC1)c1ccc(F)cc1 | -0.2 | -1.5 | 5 | -4 | 1 | 21 | -3 | -16 | 6 | -8
COCc1cc(C)nc(SCC(=O)Nc2ccccc2C)c1C#N | -2.0 | · | 3 | 3 | 1 | 15 | 3 | 10 | 0 | -11
CCOC(=O)c1ccc(NS(=O)(=O)N2CCCCCC2)cc1 | i | · | 6 | 4 | -10 | -26 | 5 | 19 | -5 | -12
COc1ccc(NC(C)=O)cc1NS(=O)(=O)c1cn(C)c(=O)n(C)c1=O | -0.4 | 0.1 | -2 | 8 | 6 | 33 | -2 | 1 | 2 | -1
COc1cc(CN2C[C@@H](CO)O[C@@H](n3cnc4c(NCc5ccc(F)cc5)ncnc43)C2)cc(OC)c1OC | i | 2.1 | 12 | · | · | · | 9 | 8 | · | ·
CCOC(=O)CNc1ncnc2nc[nH]c12 | -0.4 | 2.6 | -1 | 6 | 1 | 41 | 1 | -4 | 2 | -3
Cc1ccc(C)c(NC(=S)NCc2cccs2)c1 | -0.2 | 0.6 | -9 | -9 | -13 | 4 | -3 | -2 | 4 | 5

A stretch from further up:
SMILES | BH1578 lux ind | TcdB inh | Y pestis TopoI | MazEF act | Rv3671c protease | VHR inh abs | PrPC TRFRET | CCHF vOTU inh | 3CLpro inhibitor | SSB-PriA inh
Nc1cc(N)nc(SCCOc2ccccc2)n1 | -3.6 | · | -2 | 3 | -16 | 0 | 5 | 0 | 4 | -4
Cc1ccc(-c2cccc(C3CC=CC4C3C(=O)N(Cc3ccccc3)C4c3cc(C)ccc3F)c2)cc1 (configuration not stated) | -0.8 | 0.7 | -10 | -14 | -13 | 4 | 0 | 0 | · | -14
COc1ccc(C(=O)CC(=O)C(=O)Nc2cccc(F)c2)cc1 | -0.5 | 1.0 | -14 | 17 | 10 | -18 | 4 | 19 | 4 | -7

Other records.
SMILES | BH1578 lux ind | TcdB inh | Y pestis TopoI | MazEF act | Rv3671c protease | VHR inh abs | PrPC TRFRET | CCHF vOTU inh | 3CLpro inhibitor | SSB-PriA inh
Nc1ccccc1-c1nnc(SCc2ccccc2Cl)[nH]c1=O | i | · | 3 | -1 | 24 | 17 | 1 | 17 | 4 | 2
Cc1ccc(NC(=O)CSC2=C(C#N)C(c3ccc4c(c3)OCO4)C3=C(CCCC3=O)N2)c(C)c1 (configuration not stated) | -0.7 | · | 4 | 6 | -1 | 18 | 8 | 0 | 0 | 0
CC(=O)NNC(=O)CCn1nnc2ccccc21 | -0.9 | -0.2 | 0 | 10 | -8 | 22 | -7 | 4 | -2 | -5
CS(=O)(=O)c1ccccc1C(=O)Nc1ccc(-c2nc3ccccc3[nH]2)cc1 | i | 0.8 | -5 | 7 | -3 | 0 | 7 | 24 | -5 | 3
N#Cc1cc(-c2ccc(Cl)cc2)cnc1Sc1ccccc1 | i | · | 9 | 1 | 1 | 14 | 2 | -4 | -1 | -11
COc1ccc(NC(=O)CCNC(=O)c2ccco2)cc1Cl | -0.2 | 0.1 | -9 | -9 | -3 | 10 | -1 | -13 | -5 | -4
COc1ccc(C(=O)Nc2nccs2)cc1OC | 10 | · | 4 | 3 | -3 | -5 | 7 | 13 | 2 | 10
C=CCNCCCCOc1ccccc1 | -1.2 | · | -6 | 0 | -7 | -2 | -1 | -3 | -4 | 0
O=S(=O)(NCc1cccnc1)c1cc(Cl)ccc1Cl | -0.9 | 1.3 | 4 | 4 | 0 | 22 | · | · | -1 | -10
CCN(CC)C(=O)Cn1cc(C(=O)C(=O)N2CCCc3ccccc32)c2ccccc21 | 4.5 | 4.8 | 8 | 17 | 0 | -16 | -3 | 19 | 3 | -6
CNC(=S)N1CCn2cccc2C1c1cc(OC)c(OC)c(OC)c1 (configuration not stated) | -2.8 | -0.5 | 1 | 13 | -6 | 6 | 8 | 3 | 0 | 14
CSc1ccc(C(=O)C2CCCN(C(=O)c3ccc4c(c3)OCO4)C2)cc1 (configuration not stated) | i | 1.2 | 32 | -26 | 5 | -15 | -1 | 7 | 2 | -26
O=C(Nc1ccc(F)cc1F)C1CC(=O)N(Cc2ccccc2)C1 (configuration not stated) | i | 1.7 | 6 | 5 | 1 | · | 0 | -15 | · | -8
COc1cccc(NC(=O)CSc2nc3c([nH]c4ccccc43)c(=O)n2C)c1 | i | 2.2 | 34 | 5 | -12 | 26 | 8 | -7 | 4 | 8
CCOC(=O)N1CCC(N2CCN(c3ccccc3)CC2)CC1 | i | 1.1 | 7 | 8 | -2 | 1 | 2 | 2 | -2 | -7
CCOC(=O)c1nnn(-c2nonc2N)c1-c1cccc2ccccc12 | i | · | 19 | 5 | -5 | -6 | -6 | 3 | -2 | -10
CC(NC(=O)c1ccc(NC(=O)CC2SC(N3CCCC3)=NC2=O)cc1)c1ccccc1 (configuration not stated) | i | 1.6 | 3 | -7 | 0 | · | -3 | 3 | · | 8
CN1CCN(c2ccc(S(=O)(=O)N3CCCCC3)cc2NC(=O)Cc2ccccc2F)CC1 | -0.2 | · | 9 | 1 | -12 | 9 | -8 | 6 | 4 | 2
CC(C)[C@H](NC(N)=O)C(=O)Nc1ccc(OCc2ccccc2)cc1 | -0.6 | -1.4 | 15 | 10 | -1 | 13 | 1 | -11 | 3 | -1
Cc1ccc(N(CC(=O)Nc2ccc3c(c2)OCCO3)S(=O)(=O)c2c(C)noc2C)cc1 | i | · | 18 | -3 | -3 | 18 | 2 | 9 | 2 | -6
CCN1CCN(c2ccc(S(=O)(=O)N3CCCCC3)cc2NC(=O)COc2ccc(Cl)c(C)c2)CC1 | -3.4 | 0.6 | 10 | -1 | -4 | 10 | 1 | 0 | 10 | 12
CC(CNC(=O)CN1C(=O)c2cccnc2Oc2ccc(Cl)cc21)c1ccccc1 (configuration not stated) | -2.5 | 1.2 | 24 | 9 | 3 | 4 | 2 | 11 | 0 | -7
c1ccc(N/N=C2\CCCc3ccccc32)nc1 | i | -2.6 | 1 | 0 | -8 | 5 | 4 | 16 | -1 | ·
COc1ccc(NC(=O)COc2ccc(Br)cc2)c(OC)c1 | -0.3 | 1.3 | -1 | -1 | -1 | 12 | 5 | -5 | -10 | -18
COCCCNC(=O)C1CCN(c2ccc(N3CCOCC3)nn2)CC1 | 0.0 | 2.0 | 2 | 4 | -1 | 12 | -4 | -48 | 5 | -13
COCCCNC(=O)C[C@H]1C[C@H](C(=O)N2CCOCC2)[C@@]2(C)c3[nH]c4cc(-c5ccco5)ccc4c3CCN2C1=O | -0.4 | -0.5 | 28 | 0 | · | · | -8 | -37 | · | -7
Cc1cccc(NC(=O)CSc2nnc(-c3ccccc3Br)o2)c1C | i | · | 13 | 2 | 11 | -1 | 14 | 11 | -3 | -14
CC1(C)CC(=O)C(C(=O)C2CCN(S(=O)(=O)c3ccccc3)CC2)C(=O)C1 | i | 0.9 | -4 | 0 | 0 | 14 | -3 | -13 | -1 | -11
CCCCC1(C)OC(=O)C(=Cc2ccc(-c3ccc(Cl)c(C(=O)O)c3)o2)C(=O)O1 (configuration not stated) | i | 3.8 | -1 | -42 | -3 | 5 | 12 | -4 | 5 | -14
Cc1nc2c(c(=O)c3ccccc3n2C)c(=O)n1-c1ccccc1 | -0.3 | 0.8 | 6 | -14 | 2 | 16 | 4 | -6 | -1 | 7
CC/C(=C/c1sc2ccc(C)cc2[n+]1CCO)SC | -0.3 | 2.6 | -2 | -6 | 2 | 11 | 6 | 13 | 2 | -6
CCCCc1nc(NCCNC(=O)c2ccco2)c(C#N)c2c1CSC(C)(C)C2 | · | · | · | -8 | -21 | 0 | -7 | -32 | 2 | -11
N#Cc1ccccc1COC(=O)c1ccc(Br)o1 | -0.1 | 1.7 | 0 | 0 | 1 | -16 | -6 | 0 | -3 | -15
Brc1ccc(OCCCCN2CCCCC2)cc1 | 0.0 | 1.6 | 4 | 10 | -1 | 18 | -1 | -11 | 3 | -16
Clc1cc(Cl)cc(CSc2nnc(-c3sccc3-n3cccc3)o2)c1 | i | · | 9 | 11 | -1 | 30 | 3 | 5 | -1 | -9
CCOC(=O)CN1CC23C=CC(O2)C(C(=O)Nc2ccc(F)c(C)c2)C3C1=O (configuration not stated) | i | · | 2 | 8 | 2 | 8 | -5 | -2 | -6 | 2
Oc1ccc(/C=N/N=C/c2ccc(O)c(O)c2)cc1O | -0.3 | 6.4 | -15 | 4 | -10 | 19 | 4 | 5 | -3 | ·
CN(Cc1c(C(=O)N/N=C/c2cccc(O)c2)nnn1-c1nonc1N)C1CCCCC1 | -0.2 | 1.3 | 14 | 11 | -19 | 10 | 0 | 11 | 6 | ·
CCOC(=O)c1c(C)oc2ccc(OCC(=O)N(CC)CC)cc12 | · | · | 10 | 1 | -10 | -5 | 2 | 15 | -2 | -10
C=C1C2C[C@H](O)C(C)(C)[C@@]2(O)[C@H](O)C[C@]23C[C@@](C)(O)[C@H](CC[C@H]12)[C@H]3OC(C)=O (some centres not stated) | -0.5 | 0.6 | 7 | 6 | 10 | 9 | -3 | 3 | 2 | 3
COc1ccccc1NC(=O)C12CCC(C)(C(=O)C1)C2(C)C (configuration not stated) | i | 0.2 | -1 | 5 | 10 | 10 | -2 | -6 | 0 | 0
NC(=O)c1ccc(NC(=O)CCNC(=O)c2ccco2)cc1 | -0.4 | 0.2 | -2 | -27 | 7 | -4 | 2 | 6 | 1 | -14
c1ccc(-c2nc(NCCCn3ccnc3)c3oc4ccccc4c3n2)cc1 | -4.2 | 3.9 | 0 | 0 | -5 | 23 | -3 | -2 | 1 | 38
O=C(Cn1cccc1C(=O)c1ccccc1)NCCCc1ccccc1 | -4.2 | 0.5 | 31 | 1 | 6 | -20 | -3 | -4 | 1 | -4
Cc1ccc(NC(=O)c2cc(NC(=O)c3ccco3)ccc2N2CCCCC2)cc1 | -2.8 | · | 15 | -10 | -35 | 10 | -4 | 13 | -2 | -11
O=[N+]([O-])/C(C(=C(Cl)Cl)N1CCN(Cc2ccccc2)CC1)=C1\NCCN1Cc1ccc(Cl)nc1 | 0.2 | 0.1 | 42 | 15 | 11 | 24 | 4 | 15 | -2 | -4
O=C(Nc1ccc(N2CCOCC2)cc1)c1cc2c(s1)CCCCC2 | i | 0.0 | 3 | 6 | 6 | -10 | 25* | 13 | 3 | -1
COc1cc(C(=O)OCCCc2cc3ccccc3c(=O)o2)cc(OC)c1OC | 4.5 | 1.4 | 8 | 3 | -4 | · | -1 | 7 | · | 7
CC(NC(=O)/C(C#N)=C/c1cccs1)c1ccccc1 (configuration not stated) | -0.9 | 0.1 | 0 | -11 | 4 | 26 | 7 | -2 | -3 | -3

Not all compounds are listed, so the mix of outcomes need not match the whole.
